TRHR enhancer = allosteric enhancers of human TRH receptor; TRHR cells, fluo-8 calcium fluorescence, EC20 TRH enhancement; 360,000 compounds, 0.66% hits; P34981; enhancement, % at 2 µM; in the data active = enhancement above about 30%; also: 0% is about no effect
Target sequence (P34981 whole entry, looked up): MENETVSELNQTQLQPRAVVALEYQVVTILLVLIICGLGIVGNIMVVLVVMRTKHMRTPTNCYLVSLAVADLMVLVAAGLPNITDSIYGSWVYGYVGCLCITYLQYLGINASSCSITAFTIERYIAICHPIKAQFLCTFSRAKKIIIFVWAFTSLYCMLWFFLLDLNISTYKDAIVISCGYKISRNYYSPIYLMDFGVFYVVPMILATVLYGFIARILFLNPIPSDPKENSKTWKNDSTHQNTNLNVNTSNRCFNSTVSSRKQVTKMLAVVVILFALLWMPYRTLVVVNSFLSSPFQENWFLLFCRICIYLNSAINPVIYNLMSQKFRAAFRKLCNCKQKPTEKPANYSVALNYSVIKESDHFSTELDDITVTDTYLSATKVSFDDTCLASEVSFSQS
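TRHR-expressing cells loaded with fluo-8 calcium dye were read kinetically (ex 480/em 530) during compound addition, then stimulated with an EC20 of TRH (10 nM final). Enhancement of the Gq-mediated intracellular calcium response was scored.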
TRHR agonist = TRH receptor (human) agonism; P34981; TRHR cells, calcium flux fluo-8, FDSS agonist mode; activation, % at 2 µM; 360,000 compounds, 0.18% hits; AID 493084; in the data active = activation above about 30%; also: 0% is about no effect
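Agonist-mode FDSS calcium read (Ex 480/Em 530, 1 s cycles) in 1536-well TRHR cells with fluo-8 dye, after 10-cycle baseline and 23 nL compound addition; TRH at EC20 (10 nM final) added afterwards for the enhancer phase.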
D2 antagonist = antagonists of human D2 dopamine receptor; P14416; HEK293 TREx D2 cells, calcium flux, dopamine EC80; inhibition, % at 10 µM; 340,000 compounds, 2% hits; AID 485344; in the data active = inhibition above about 30%; also: 0% is about no effect
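Calcium mobilization kinetics were recorded at 1 s intervals in tetracycline-induced HEK293 T-REx D2 cells, first for 180 s after compound addition and then 180 s after EC80 dopamine.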
TrxR1 substrate = substrates of rat thioredoxin reductase 1. O89049. purified TrxR1 substrate turnover, NADPH consumption readout. Potency, µM (series often up to 114 µM), inactives show at the top dose activity change, negative = substrate turnover. 390,000 compounds, 0.01% hits. AID 588456; also: potency is read from the fitted curve at half-maximal effect; % is scaled to controls: 0 for no effect and ±100 for the full control effect; nearly all actives have a fitted effect of over 50% in size
Target sequence (O89049 whole entry, looked up): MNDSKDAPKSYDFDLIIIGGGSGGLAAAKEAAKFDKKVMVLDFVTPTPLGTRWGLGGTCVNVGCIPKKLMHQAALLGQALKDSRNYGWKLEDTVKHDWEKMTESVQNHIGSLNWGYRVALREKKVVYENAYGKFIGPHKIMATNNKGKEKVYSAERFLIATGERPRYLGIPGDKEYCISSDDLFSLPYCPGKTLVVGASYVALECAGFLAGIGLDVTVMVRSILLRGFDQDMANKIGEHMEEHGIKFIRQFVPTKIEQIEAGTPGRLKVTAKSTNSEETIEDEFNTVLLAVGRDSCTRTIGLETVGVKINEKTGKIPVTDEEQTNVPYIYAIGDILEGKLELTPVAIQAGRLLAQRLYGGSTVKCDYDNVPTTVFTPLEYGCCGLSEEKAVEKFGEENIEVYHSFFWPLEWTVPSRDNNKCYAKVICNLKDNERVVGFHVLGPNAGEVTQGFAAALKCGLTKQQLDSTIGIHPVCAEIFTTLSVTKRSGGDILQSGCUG
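Rat TrxR1, dispensed at 90 nM, was prereduced with 400 uM NADPH (final) for 5 min at ~22 deg C, then incubated with compound 15 min before 400 uM selenite. A first-read NADPH fluorescence drop versus no-compound background flagged substrates.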
mIDH1 inhibitor = inhibitors of human mutant IDH1 R132H; O75874; IDH1-R132H enzyme, NADPH consumption, diaphorase/resazurin fluorescence; Potency, µM (titrated, usually from 76.6 µM), for inactives: at the highest dose activity change, negative = inhibition, actives largely listed as inhibitors; 390,000 compounds, 0.093% hits; AID 602179; also: potency is read from the fitted curve at half-maximal effect; % is scaled to controls: 0 for no effect and ±100 for the full control effect; nearly all actives have a fitted effect of over 65% in size
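IDH1-R132H (0.5 ug/mL) preincubated 30 min with compound, then NADPH (0.016 mM) and alpha-KG (2 mM) added; 80 min at RT, pH 7.5. Remaining NADPH coupled via diaphorase/resazurin to fluorescence (540/590 nm); concentration-response curves normalized to no-enzyme control.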
D2 ag = D2 dopamine receptor (human) agonism. 340,000 compounds, 0.53% hits. P14416. HEK293 T-REx D2 cells, calcium flux agonist mode. activation, % at 2 µM;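 active = activation over 3 SD above normal in the single-dose calcium agonist read, cut at about 30% in these data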; also: 0% is about no effect
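HEK293 Trex D2 cells, tetracycline-induced, o/n 30 C 5% CO2; no-wash Ca dye, RT 30–90 min; 10-cycle baseline, 23 nl cpd added, kinetic Ca read 180 s; agonist hits = positive Ca response.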
PI4K2A block = blocks human PI4K2A kinase activity. Q9BTU6. purified PI4K2A, ADP-Glo luminescence, 1 h; hits give low values. activity change, negative = inhibition, % at 76.9 µM. 420,000 compounds, 0.13% hits. AID 1346378; in the data active = activity change below about -50%; inconclusive = mostly about -30% to -49%;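 also: -100% = wells without enzyme as full effect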
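PI4K2A activity was measured by ADP-Glo luminescence: enzyme (4 ug/mL stock) and phosphatidylinositol (1.2 mM stock) in Tris pH 7.5/MgCl2/EGTA/Triton X-100 buffer were reacted with ATP (300 microM stock) for one hour at ambient temperature.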
TrxR1 inh = blocks rat thioredoxin reductase 1. O89049. recombinant rTrxR1, NADPH fluorescence consumption, selenite substrate. Potency, µM (series often up to 114 µM), without a hit: at the highest dose activity change, negative = inhibition, most hits filed as inhibitors. 390,000 compounds, 1% hits. AID 588453; also: potency is read from the fitted curve at half-maximal effect; % is scaled to controls: 0 for no effect and ±100 for the full control effect; nearly all actives have a fitted effect of over 65% in size
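Rat TrxR1 (90 nM in the dispensed reagent) was pre-reduced with 400 uM NADPH for 5 min at room temperature, then incubated with compound for 15 min. After 400 uM selenite was added, NADPH fluorescence (Ex 340/Em 450 nm) was followed for 8 min.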
USP1 inh = USP1/UAF1 (human) deubiquitinase inhibition. Potency, µM (series often up to 57.1 µM), inactives show at the highest dose activity change, negative = inhibition, usual class: inhibitors. recombinant USP1/UAF1, Ub-Rhodamine cleavage fluorescence. 390,000 compounds, 0.23% hits. O94782. AID 743255; also: potency is read from the fitted curve at half-maximal effect; % is scaled to controls: 0 for no effect and ±100 for the full control effect; nearly all actives have a fitted effect of over 60% in size; inactives centre near -12
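1 nM enzyme complex + cpd, 15 min RT; start with Ub-Rho 150nM final; kinetic fluorescence ex 480/em 540, 6 reads q60 s. Buffer 50mM HEPES pH 7.8, 0.5mM EDTA, 0.1 mg/ml BSA, 1mM TCEP, 0.01% Tween-20.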
Active calls of the source: *; u = inconclusive; x = no result given; & = joins results of further samples; [ ] = remark or other dose. Unless noted, calls follow the shape of the dose curve; as a rule, active = well fitted inhibition curve with a large enough effect; inconclusive = small, poorly fitted or top-dose-only effect; inactive = no such curve, though single readings can be large or run the other way.

Order of results: TRHR enhancer	TRHR agonist	D2 antagonist	TrxR1 substrate	mIDH1 inhibitor	D2 ag	PI4K2A block	TrxR1 inh	USP1 inh
#1 O=C(/C=C/c1ccc(Cl)cc1)N1CCN(c2ccc(Cl)cc2[N+](=O)[O-])CC1
  7.4	0.6	0.1	-4.0%	-0.7%	0.3	12.2	-3.7%	0.0%
#2 O=C(Nc1ncccn1)c1ccc(C(F)(F)F)cc1
  3.5	2.8	-3.5	-8.8%	3.5%	0.6	-1.9	-14.1%	-6.4%
#3 Cc1ccc(Cl)cc1NC(=O)CN1C(=O)c2ccccc2Sc2ncccc21
  3.3	0.4	x	-6.4%	-5.5%	1.2	2.0	8.0%	-19.4%
#4 COc1ccccc1CNC(=O)CCCN1C(=O)CSc2c1c(C)nn2-c1ccccc1
  3.8	-0.4	x	1.4%[57.1 µM]	0.0%	x	2.8	15.1%[57.1 µM]	-29.4%
#5 CC(C)c1ccccc1NC(=O)c1cnccn1
  -2.3	-0.4	0.3	-2.4%	3.4%	0.7	1.5	3.9%	-1.1%
#6 CN(CC(=O)Nc1ccc(N2CCOCC2)cc1)C(=O)CSc1ccc(F)cc1
  5.8	1.1	-11.7	-3.9%	8.3%	-0.2	-7.6	1.7%	-9.5%
#7 Cc1cccc(NC(=O)C2CCN(S(=O)(=O)c3ccc(F)cc3)CC2)c1C
  -10.3	-0.5	x	8.9%	-8.2%	-0.6	-0.3	22.6%	-10.3%
#8 COCCNC(=O)CN(Cc1ccc2c(c1)OCO2)C(=O)CCC(=O)Nc1nccs1
  2.8	0.7	-6.3	-10.2%[57.1 µM]	1.6%	0.2	-6.0	10.0%[57.1 µM]	-10.8%
#9 CCCCn1c(N)c(N(CC(C)C)C(=O)Cc2ccc(S(=O)(=O)N3CCOCC3)s2)c(=O)[nH]c1=O
  x	x	x	-0.4%	6.8%	x	2.1	-6.1%	u
#10 c1ccc2sc(NC3=NCN(Cc4ccc5c(c4)OCO5)CN3)nc2c1
  4.0	-0.1	-1.3	10.4%	6.5%	0.1	2.6	24.9%	u
#11 CC(C)c1ccc(C2C(C#N)=C(N)Oc3c2oc(CO)cc3=O)cc1 (stereo unspecified)
  11.7	0.9	9.9	3.3%[57.1 µM]	7.8%	0.9	3.7	15.5%[57.1 µM]	-11.4%
#12 O=C(c1ccc(NS(=O)(=O)c2cccc3cccnc23)cc1)N1CCOCC1
  x	x	x	4.5%	-0.4%	x	1.3	25.1%	2.9%
#13 S=C(NCCN1CCOCC1)Nc1ccc(Nc2ccccc2)cc1
  -5.8	-0.1	x	0.4%[57.1 µM]	1.5%	x	0.1	12.7%[57.1 µM]	-10.2%
#14 CCN(CC)CCN(C(=O)c1ccc2c(c1)CCCC2)c1nc2cc(OC)c(OC)cc2s1
  -1.0	-0.1	-15.8	-13.6%	-8.1%	-0.4	-1.4	-13.3%	-22.7%
#15 O=C(O)C1CCCN1C(=O)c1cncc(Br)c1 (stereo unspecified)
  11.3	0.9	-1.6	-4.2%	1.5%	-0.1	-8.7	10.3%	u
#16 COc1ccc(/C=C/C(=O)OCC(=O)Nc2cc(C(N)=O)cc(C(N)=O)c2)cc1
  -6.1	0.3	1.1	1.6%[57.1 µM]	-0.5%	1.2	0.8	4.9%[57.1 µM]	-24.4%
#17 CCN1CC(CNC(=O)c2ccc3nc(Cc4cccc(Cl)c4)oc3c2)CC1=O (stereo unspecified)
  2.7	0.0	-6.5	1.0%	-5.1%	0.5	-8.6	6.8%	-21.2%
#18 Cc1ccc(S(=O)(=O)N(C)Cc2nc(-c3ccc(Br)cc3)no2)cc1
  -7.8	1.6	x	7.6%[57.1 µM]	-6.1%	x	-0.1	29.3%[57.1 µM]	-9.8%
#19 Cc1ccc(NC(=O)c2ccc(NCCCN3CCC(C)CC3)c([N+](=O)[O-])c2)c(C)c1
  -9.6	0.7	14.5	-3.9%	10.9%	0.7	3.1	9.2%	-18.3%
#20 O=c1[nH]c(=S)[nH]c(O)c1N=Nc1ccc(-c2ccccc2)cc1[N+](=O)[O-]
  1.6	-2.2	19.2	x	x	-0.9	x	x	x
#21 COc1ccccc1CNC(=O)c1ccc(N2CCCC2)c(NC(=O)NCc2ccccc2)c1
  -5.6	-1.5	x	-1.2%[57.1 µM]	-19.1%	-0.4	0.7	-0.5%[57.1 µM]	-35.2%
#22 CCC(=O)Nc1ccc(S(=O)(=O)Nc2cccnc2)cc1
  7.8	-0.3	-24.1	4.6%	5.0%	-0.3	-0.2	12.7%	14.6%
#23 CCc1cccc(NC(=O)CCNS(=O)(=O)c2cccc3nonc23)c1
  -3.1&3.5	-0.2&-0.6	1.0	0.8%[57.1 µM]	5.6%&3.9%	0.1&-0.9	3.5&-1.8	4.7%[57.1 µM]	4.8%&-4.6%
#24 C/C(CCc1ccccc1)=N\NC(=O)c1ccccc1
  -4.6	0.6	x	-6.2%[57.1 µM]	4.4%	x	4.2	10.7%[57.1 µM]	-3.7%
#25 O=C(N/N=C/C=C/c1ccccc1)c1cccs1
  -4.7	-0.2	-5.7	1.1%	13.8%	0.0	3.1	28.0%	-14.9%
#26 O=C(Nc1cccc(-n2cnnn2)c1)c1ccncc1
  -1.4	1.1	1.1	-6.9%	0.0%	-0.3	-4.9	3.5%	-2.9%
#27 C=CCNC(=O)c1oc2ccc(S(=O)(=O)N3CCCCC3)cc2c1C
  1.6	0.0	-4.9	2.0%	-0.9%	0.4	1.8	23.3%	-11.1%
#28 O=C(CCN1C(=O)COc2ccccc21)NCc1cccnc1
  -2.2	0.5	4.2	8.1%	-2.7%	0.9	-1.1	11.0%	1.7%
#29 Cc1cccc(NS(=O)(=O)c2cc(C(=O)NCc3ccccn3)ccc2C)c1
  10.2	-0.9	-14.3	1.8%	2.5%	-0.3	1.7	10.6%	-15.5%
#30 CCCOc1ccc(C(=O)N2CCC(c3nc4ccccc4s3)CC2)cc1
  -4.5	-0.1	x	-2.2%	-5.1%	-0.8	-3.8	11.6%	-16.2%
#31 CC1(C(=O)Nc2ccc3ccccc3c2)CC1(Br)Br (stereo unspecified)
  -5.0	-0.9	12.5	7.2%[57.1 µM]	-0.7%	-1.5	-4.5	31.5%[57.1 µM]	-11.4%
#32 Cc1ccc(CSCCNC(=O)CCSc2ccccc2)cc1
  0.3	1.7	-27.4	-13.4%	3.8%	0.7	-19.4	-5.9%	2.1%
#33 CCN1CCCC1CNC(=O)c1cn(C)c2ccc(S(=O)(=O)N3CCCCCC3)cc2c1=O (stereo unspecified)
  4.8	-0.4	1.7	11.3%[57.1 µM]	-3.1%	-1.2	-4.3	-3.2%[57.1 µM]	0.5%
#34 COCCN1C(=O)C(O)=C(C(=O)c2cccs2)C1c1ccccc1 (stereo unspecified)
  4.7	0.4	4.4	-9.9%	4.4%	0.9	3.5	-4.3%	-10.6%
#35 Cc1c(-c2ccc(Cl)cc2)c(=O)oc2c(CN3CCN(CCO)CC3)c(O)ccc12
  -1.8	-0.9	x	211.1%[activator][57.1 µM]	5.3%	0.2	-1.7	-12.3%[57.1 µM]	-10.2%
#36 O=C(NCCc1ccc(Cl)cc1Cl)C1=CC=CN2CCS(=O)(=O)N=C12
  -7.2	-0.2	-34.3	57.5%[activator]	4.1%	-0.4	-2.5	32.5%	-19.2%
#37 Cn1c(=O)c2c(-c3ccccc3)n(-c3cccc(C#N)c3)cc2n(C)c1=O
  0.1	0.0	x	-7.5%	-10.1%	0.3	3.5	-0.7%	-13.0%
#38 C/C(=N\NC(=O)c1cc(C)oc1C)c1ccc(N2CCOCC2)cc1
  0.5	0.1	-15.2	-8.0%[57.1 µM]	3.4%	1.3	-0.9	8.2%[57.1 µM]	-11.5%
#39 COc1ccc2c(c1)CCc1c(C(=O)Nc3ccccc3C(F)(F)F)noc1-2
  3.8	-1.4	x	7.7%	11.4%	x	-5.1	17.6%	u
#40 COc1cccc(-c2csc(/C(C#N)=C/Nc3cc4oc5ccccc5c4cc3OC)n2)c1
  0.3	0.8	10.7	5.6%[57.1 µM]	3.3%	-0.2	0.6	34.4%[57.1 µM]	-11.9%
#41 C=CCSc1nncn1/N=C/c1ccc(OC)cc1
  5.8	0.2	x	-6.5%	7.8%	x	3.7	-7.5%	-12.5%
#42 CC(=O)Nc1ccc(NC(=O)c2cccc(S(=O)(=O)N3CCCCCC3)c2)cc1
  x	x	x	15.3%	-1.0%	x	-2.3	7.7%	-13.0%
#43 CCn1cc(C(=O)O)c(=O)c2cnc(N3CCN(C(=O)Nc4cccc5ccccc45)CC3)nc21
  13.9	-1.4	1.8	x	x	0.5	x	x	x
#44 Cc1cc(C)cc(-n2ccnc2SCC(=O)c2c(N)n(C3CC3)c(=O)[nH]c2=O)c1
  1.6	0.1	10.0	7.9%	4.5%	-0.7	-2.5	29.6%	-20.7%
#45 CCOC(=O)Cn1nnnc1CN(Cc1ccc(OC)cc1)Cc1cc2cc(C)cc(C)c2[nH]c1=O
  -0.1	0.7	-0.5	-1.2%[57.1 µM]	0.1%	-0.4	1.0	9.8%	1.8%

Screening data from PubChem.
